# mHTT CaM bind: inhibitors of human mutant huntingtin-calmodulin interaction | AID 1671202 | 190,000 compounds, 3.6% hits | AlphaScreen His-mHTT/GST-CaM binding, luminescence | P42858 | inhibition, % at 15 µM;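 further: 0% = both proteins with DMSO and 100% = one protein alone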
# Pf apPOL inh: Pf-apPOL DNA polymerase inhibition | Recombinant Pf-apPOL, molecular beacon fluorescence, 1.5 h | inhibition, % at 10 µM | 210,000 compounds, 0.25% hits | AID 1794808
# * = called active by the depositor; . = not tested or not shown; & = joins results of further samples. No stated cut-off is given here; in the data, active means inhibition above about 50%; inactive means the rest.
SMILES,mHTT CaM bind,Pf apPOL inh
COc1ccc(-c2cc(C(F)(F)F)n3nc(C(=O)N4CCN(C)CC4)cc3n2)cc1OC,17.0,-4.5
COC(=O)c1sccc1S(=O)(=O)Nc1ccc(-c2cn3c(n2)SCC3)cc1,.,-2.3
CC(C)OCCCNC(CC(=O)Nc1ccccc1Br)C(=O)O (stereo not drawn),-3.0,1.2
CC1=C(C#N)C(=O)N(CCCO)C(=O)/C1=C\c1ccc(-c2cc(C)c(C)cc2[N+](=O)[O-])o1,79.0*,1.6
Cc1cccc(-n2nc3c(c2NC(=O)c2cccc([N+](=O)[O-])c2)CSC3)c1C,6.0,-1.2
COc1cccc(OC)c1C(=O)N1CCN(Cc2ccc3c(c2)OCO3)CC1,1.6,6.6
CN(CCc1ccccn1)C(=O)c1ccc(N2CCNC(c3ccccc3)C2)nc1 (stereo not drawn),-1.6,4.9
O=C1CCCC2=C1C(c1ccc([N+](=O)[O-])cc1)n1nc(SCc3ccccc3Cl)nc1N2 (stereo not drawn),-2.0,-2.3
CCNC(=O)N1CCCC(c2cccc(C(=O)N3CCN(C4CCCCC4)CC3)c2)C1 (stereo not drawn),-4.5,-2.2
COc1ccc(Cl)cc1NC(=O)N1CCC(N2CCN(Cc3ccccc3)C2=O)CC1,16.6,-7.6
O=C(Cn1ccc2sccc2c1=O)Nc1cccc(Cl)c1,-7.7,-1.0
Cc1cc(=O)n(CC(=O)Nc2ccccc2F)c(N2CCCCC2)n1,-21.1,-2.5
CCc1ccc(N2CCN(C(=O)c3cccc(OC)c3)C(C)C2=O)cc1 (stereo not drawn),5.5,-1.1
CCOC(=O)C(C)Oc1ccc2c(c1)OC(=Cc1ccccc1OC)C2=O (stereo not drawn),-6.7,-9.0
Cc1cccc(-n2nc(C)c3sc(N4CCCN(C(=O)c5cccs5)CC4)nc32)c1,13.8,1.8
OCCNCCOc1ccc(Br)cc1Cl,99.9*,-1.7
Cc1nc(C(=O)NCc2cc(F)cc3c2OCOC3)sc1-c1ccc2c(c1)CCO2,.,-5.7
COc1ccc2cc3cc(C(=O)Nc4ccc(Oc5ccccc5)cc4)oc3nc2c1,3.0,7.1
Cc1nn(-c2ccccc2)c2sc(C(=O)NCC(=O)c3ccccc3)cc12,12.0,18.9
OCCN(Cc1ccccc1)Cc1c(F)cccc1F,-5.9,8.9
NC(=NOC(=O)c1cc(-c2ccc(Cl)cc2)oc1C(F)(F)F)c1cccc(C(F)(F)F)c1,.,-5.1
CCNC(=O)c1csc(COc2ccc(C)c(C)c2)n1,3.5,14.1
COC(=O)c1ccccc1NC(=O)C1CCN(c2ccc(-c3ccccc3OC)nn2)CC1,10.2,-10.0
COc1cccc(CC(=O)N2CCc3c(c(-c4nc(Cc5ccccc5)no4)nn3C)C2)c1,1.1,-6.3
CCc1noc(-c2cnc3nc(C)ccc3c2NCC(C)C)n1,0.1,-23.7
COc1ccc2[nH]c(=O)c(C=O)cc2c1,3.9,-6.0
O=C(Nc1ncn[nH]1)c1cccc(Cl)c1,5.3,-13.9
COc1ccccc1C(=O)Nc1c2c(nc3c1CCC3)CCCC2,9.0,-0.3
CS(=O)(=O)C1=C(N)C(=O)N(c2ccccc2)C1c1ccccc1 (stereo not drawn),0.0,-3.1
O=C(C=Cc1ccnc2ccccc12)c1ccc(O)cc1,2.8,-11.1
Cc1ccccc1CC(=O)NC1CCN(c2ccc(F)cc2)C1=O (stereo not drawn),-0.2,0.6
O=C(C1CCN(c2cccc(F)c2)C1=O)N1CCN(Cc2ccccc2)CC1 (stereo not drawn),13.7,-9.2
CCOc1ccc(NC(=O)C(=O)NCC(C)O)cc1 (stereo not drawn),-9.0,-3.9
Cn1ccc2c(cc(C(=O)NCCC3=CCCCC3)n2C)c1=O,-9.1,1.2
COc1ccccc1/C=C1N=C(/C=C/c2ccc(C)cc2)OC/1=O,-6.0,-5.9
COc1cccc(Oc2nc3ccc(C)cc3n3c(C)nnc23)c1,-1.2,-0.7
CN(C)C(=O)C1=CCN(C(=O)NC2CCCC2)CC1,2.4,5.1
C=C(C)CN(CC)C/C=C/c1ccccc1[N+](=O)[O-],1.6,-1.0
O=C(Nc1ccc(I)cc1Cl)c1ccccc1[N+](=O)[O-],19.1,-3.9
COc1cc(C)nc2ccc(NC(=O)Nc3ccc(Cl)cc3)cc12,24.6,2.9
Cc1cccc(C(=O)N2CSCC2C(=O)NCCc2cscn2)c1 (stereo not drawn),0.2,-2.2
COCCN1C(=O)c2ccccc2C(C(=O)N(C)C2CCCCC2)C1c1ccc(F)cc1 (stereo not drawn),5.0,1.0
CC(=O)NC(=Nc1nc(C)cc(C)n1)Nc1ccc(C)cc1C,0.0,-2.5
N#CC(=C(Oc1ccc(Cl)cc1Cl)C(F)(F)F)c1ccccc1,.,-7.6&-8.3
CC(C)(Cc1ccc(O)cc1)NC(=O)c1ccccc1,-4.8,-7.8
CCCCN(C)Cc1c(O)ccc2c1OC(=Cc1cc(OC)ccc1OC)C2=O,29.5,-3.5
Cc1cccc(NC(=O)C23CCC(C)(C(=O)C2)C3(C)C)c1C (stereo not drawn),-2.0,-3.8
O=C(Nc1ccc(-c2nc3ccccc3o2)c(O)c1)c1ccccc1F,1.6,-4.5

# Ordered by molecular weight (high to low): 17 of the compounds above
SMILES,mHTT CaM bind,Pf apPOL inh
COc1ccc(-c2cc(C(F)(F)F)n3nc(C(=O)N4CCN(C)CC4)cc3n2)cc1OC,17.0,-4.5
COC(=O)c1ccccc1NC(=O)C1CCN(c2ccc(-c3ccccc3OC)nn2)CC1,10.2,-10.0
COCCN1C(=O)c2ccccc2C(C(=O)N(C)C2CCCCC2)C1c1ccc(F)cc1 (stereo not drawn),5.0,1.0
Cc1cccc(-n2nc(C)c3sc(N4CCCN(C(=O)c5cccs5)CC4)nc32)c1,13.8,1.8
Cc1nc(C(=O)NCc2cc(F)cc3c2OCOC3)sc1-c1ccc2c(c1)CCO2,.,-5.7
COC(=O)c1sccc1S(=O)(=O)Nc1ccc(-c2cn3c(n2)SCC3)cc1,.,-2.3
COc1ccc2cc3cc(C(=O)Nc4ccc(Oc5ccccc5)cc4)oc3nc2c1,3.0,7.1
COc1cccc(OC)c1C(=O)N1CCN(Cc2ccc3c(c2)OCO3)CC1,1.6,6.6
CCOC(=O)C(C)Oc1ccc2c(c1)OC(=Cc1ccccc1OC)C2=O (stereo not drawn),-6.7,-9.0
CS(=O)(=O)C1=C(N)C(=O)N(c2ccccc2)C1c1ccccc1 (stereo not drawn),0.0,-3.1
Cc1ccccc1CC(=O)NC1CCN(c2ccc(F)cc2)C1=O (stereo not drawn),-0.2,0.6
COc1ccccc1C(=O)Nc1c2c(nc3c1CCC3)CCCC2,9.0,-0.3
COc1cccc(Oc2nc3ccc(C)cc3n3c(C)nnc23)c1,-1.2,-0.7
CC(=O)NC(=Nc1nc(C)cc(C)n1)Nc1ccc(C)cc1C,0.0,-2.5
OCCN(Cc1ccccc1)Cc1c(F)cccc1F,-5.9,8.9
O=C(Nc1ncn[nH]1)c1cccc(Cl)c1,5.3,-13.9
COc1ccc2[nH]c(=O)c(C=O)cc2c1,3.9,-6.0

# Other compounds
SMILES,mHTT CaM bind,Pf apPOL inh
O=C(COc1ccccc1)Nc1ccc(OC(F)F)cc1,-16.3,-7.4
CCC(CO)Nc1ncnc2c1cnn2-c1ccccc1 (stereo not drawn),10.0,-4.5
Cn1nc(-c2nc(-c3cccc(F)c3)no2)c2c1CCN(C(=O)c1ccc(F)c(F)c1)C2,-7.9,-2.3
CCCSc1nnc2n(-c3ccccc3)c(=O)c3c(C)c(C)sc3n12,-5.0,3.7
O=C(COc1cc(Cl)c(Cl)cc1Cl)Nc1ccc(F)cc1F,-1.9,0.1
CC(C)CNC(=O)C1CCN(CC(C)C)CC1,-8.8,-7.9
Cc1cc(C)cc(OCC(=O)Nc2ccc([N+](=O)[O-])cc2)c1,5.0,-0.6
O=C(O)COc1ccc(/C=C2/NC(=O)N(Cc3ccc(Br)cc3)C2=O)cc1,9.0,-2.9
C=CCc1cccc2cc(C(=O)N3CCN(c4ccccn4)CC3)c(=O)oc12,9.0,5.2
COc1ccc(S(=O)(=O)n2cnc3ccccc32)cc1OC,-1.0,-1.2
O=C(Nc1ccc(F)cc1F)Nc1ccc(F)cc1F,.,-13.4
CCOC(=O)CC(N)c1ccccc1Cl (stereo not drawn),-4.9,1.8
CC1CCCN(C2CCN(Cc3ccccc3)CC2)C1 (stereo not drawn),-0.6,-8.5
Brc1ccc(C2C=C(c3cccc(Br)c3)Nc3ncnn32)cc1 (stereo not drawn),5.0,-6.6
O=C(NC1CCCc2ccccc21)c1csc2c1CCCC2 (stereo not drawn),-9.8,-3.3
O=C(NC1CC2CC1N(C(=O)Cc1ccccc1F)C2)c1ccccc1 (stereo not drawn),4.6,0.2
CC1CC(=O)c2cnn(-c3nc4ccccc4[nH]3)c2C1 (stereo not drawn),13.7,-11.7
O=C(NCc1ccccc1Cl)c1cccn2c(=O)c3cc(Cl)ccc3nc12,9.0,-1.4
O=S(=O)(c1cccc(C(F)(F)F)c1)N1CCC(n2cccc2)CC1,.,-3.1
CC1CCCN(C(=O)C2c3ccccc3CC(=O)N2C)C1 (stereo not drawn),-8.2,-2.4
Cc1ccc(C2CC(c3ccc(I)cc3)Nc3ncnn32)cc1 (stereo not drawn),50.0,5.8
CC(C)NC(=O)CSc1nnc(CNC(=O)OC(C)(C)C)n1C,.,0.3
CC(=O)N1CCCC(c2nc(CCNC(=O)C3CC3)cs2)C1 (stereo not drawn),-5.4,-2.8
O=C(CNC(=O)C1CCCCC1)Nc1ccc(Br)cc1,0.5,-4.6
CCOC(=O)c1ccc(NC(=O)N2CCCC2c2cc(C(C)C)on2)cc1 (stereo not drawn),-6.2,-2.5
O=C(O)c1ccc(OC(O)Cn2c3ccccc3c3ccccc32)cc1 (stereo not drawn),13.0,-6.5
COc1ccc(-c2c(C#N)c(N)n3c(nc4ccccc43)c2C#N)cc1OC,4.0,2.1
O=C(Cc1ccc(F)cc1)N1CCCC(COc2ccc(C(=O)N3CCCCC3)cc2)C1 (stereo not drawn),22.2,-5.9
CC(C)C(=O)Nc1ccc(C2(C(=O)Nc3ccc(N4CCOCC4)cc3)CCCCC2)cc1,-1.3,0.5
COc1ccc(-c2nc(SCc3ccccc3C)c3c(=O)n(C)c(=O)n(C)c3n2)cc1,3.0,0.6
O=C1CC2(CCCC2)C(=O)N1C1CCN(c2nccc(C(F)(F)F)n2)CC1,.,3.7
O=C(c1ccc(F)c(F)c1)N1CCCC1c1nc(-c2ccc(F)cc2F)no1 (stereo not drawn),-6.7,-2.1
CCC(C)n1c(=N)c(S(=O)(=O)c2ccccc2)cc2c(=O)n3ccccc3nc21 (stereo not drawn),-1.0,1.7
O=C(c1ccc2nsnc2c1)N1CCC(c2nnc(-c3ccco3)o2)CC1,-9.6,1.1
CC12C=CC(O1)C1C(=O)N(c3ccc(Cl)cc3[N+](=O)[O-])C(=O)C12 (stereo not drawn),5.0,-4.1
COc1ccccc1NC(=O)C1=C(C)NC2=C(C(=O)CCC2)C1c1cc(OC)c(OC)c(OC)c1 (stereo not drawn),4.0,-8.8
CCC(Br)C1=NS(=O)(=O)c2ccccc2N1 (stereo not drawn),-3.0,-6.1
Cc1noc(-c2ccccc2Cl)c1C(=O)NCc1ccncc1,1.1,-2.6
COc1ccc2cc(-c3ccc(OC)c(OC)c3)c(=O)oc2c1,-9.6,-14.7
CCNC(=O)c1ccc(C)nc1C1CCN(C(=O)c2ccoc2)CC1,1.7,4.7
O=C(c1ccoc1)N1CCCCC1c1nc(-c2cnccn2)no1 (stereo not drawn),-3.5,-5.8
Cc1cc([N+](=O)[O-])ccc1NC(NC(=O)c1cccs1)C(Cl)(Cl)Cl (stereo not drawn),19.0,-0.3
Cc1ccc(NC(=O)C2CC(=O)N(c3ccccc3)C2)cc1 (stereo not drawn),-4.7,-6.3
O=C(NCc1ccc(-n2ccnc2)cc1)c1cccs1,1.5,3.0
CCOc1ccc(-c2nc(-c3cccc(-c4ccn[nH]4)c3)no2)cc1,5.3,-2.4
COc1nccnc1NC1CCN(C(=O)COc2ccccc2)CC1,7.7,-1.6
Cc1ccc2c(c1)N(c1ccccc1Cl)C=C(C#N)S2(=O)=O,-10.6,1.2
CS(=O)(=O)NCCc1ccc(F)cc1,-5.6,10.7
O=C(NC1CCCCCC1)C1c2ccccc2C(=O)N1Cc1cccnc1 (stereo not drawn),-1.0,7.5
Cn1nc(-c2nc(-c3cccc(F)c3)no2)c2c1CCN(C(=O)C(C)(C)C)C2,-4.0,0.0
O=C1CCc2cc(NS(=O)(=O)c3ccc(C(F)(F)F)cc3)ccc2N1,-2.8,-6.2
C=CCN1C(=O)CC(Nc2ccc(N3CCOCC3)cc2)C1=O (stereo not drawn),1.6,6.9
Cc1c(C(=O)NC2CCC(C)CC2)oc2ccc(S(=O)(=O)N3CCCCCC3)cc12 (stereo not drawn),5.0,-5.2
COc1ccc(COCC(O)CS(=O)(=O)c2ccc(OC)c(OC)c2)cc1 (stereo not drawn),.,-0.8&-3.4
N=c1c2c3c(sc2ncn1Cc1ccccc1)CCCCC3,-4.7,6.6
Cc1cc(O)c(C(=O)C=Cc2ccc(N(C)C)cc2)c(=O)o1,-0.8,-102.3
CN(C1CCCCC1)S(=O)(=O)c1ccc(C(=O)Nc2nnc(-c3cccs3)o2)cc1,5.0,-9.8
NC(=O)C1COc2ccccc2O1 (stereo not drawn),-3.8,0.1
OCC1OC(Nc2ccc(Br)cc2)C(O)C1O (stereo not drawn),38.3,.
O=C(Nc1ccc(F)c(Cl)c1)N1CCOc2ccccc21,-4.8,-9.5

# Next section, starting with the last 2 of the part before.
SMILES,mHTT CaM bind,Pf apPOL inh
OCC1OC(Nc2ccc(Br)cc2)C(O)C1O (stereo not drawn),38.3,.
O=C(Nc1ccc(F)c(Cl)c1)N1CCOc2ccccc21,-4.8,-9.5
CC(C)c1ccc(C2NC(=O)CCC2[N+](=O)[O-])cc1 (stereo not drawn),-2.9,-1.6
COc1cc(/C=c2\sc3nc(=O)c(C)nn3c2=O)ccc1OCCC(C)C,1.0,2.3
Cc1ccc(N2C(=O)c3ccccc3NC2c2cccc([N+](=O)[O-])c2)cc1 (stereo not drawn),16.0,-2.2
COCCN1C(=O)C(O)=C(C(=O)c2ccc(C)o2)C1c1ccc(Br)cc1 (stereo not drawn),14.4,1.1
Cc1ccc(NC(=O)N2CCCC2c2cc(C(C)C)on2)cc1C (stereo not drawn),-4.8,2.2
